# RPL19A TOR yeast – yeast TOR pathway RPL19A-GFP modulation; S. cerevisiae RPL19A-GFP strain, flow cytometry, 3 h; hits give low values; percent response vs DMSO, % at 10 µM; hit rate 0.3% among 330,000; AID 2025;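 active means percent response vs DMSO below 50%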;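 further: median channel GFP fluorescence of the barcoded RPL19A-GFP strain; ratio of sample median GFP to plate DMSO average so 100% = DMSO; lower means less RPL19A-GFP as with rapamycin TOR inhibition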
# AGP1 TOR yeast – yeast TOR pathway AGP1-GFP modulation; S. cerevisiae AGP1-GFP multiplex flow cytometry, 3 h; GFP as percent of DMSO wells; GFP response vs DMSO, % at 10 µM; hit rate 0.02% among 320,000; AID 2066;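 active means GFP response relative to DMSO above a set limit, near screen average plus 3 SD, cut at about 150% in these data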;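 further: median GFP channel fluorescence of the gated AGP1 strain per well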
# VLA-4 inh – inhibition in a human VLA-4 binding assay; hit rate 0.2% among 330,000; VLA-4 expressing cells, ligand binding flow cytometry; AID 2557; P13612; inhibition, % (about 7 µM as worked out from the volumes in the protocol); in the data active means inhibition above about 50%
# MEP2 TOR yeast – alters MEP2-GFP fluorescence in TOR pathway yeast screen; S. cerevisiae MEP2-GFP strain, flow cytometry GFP, 3 h; 100% = DMSO control level; GFP response vs DMSO, % at 10 µM; hit rate 0.51% among 330,000; AID 2016;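 active means GFP response versus DMSO above a set limit, roughly screen mean plus 3 SD, cut at about 180% in these data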;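 further: median GFP fluorescence of the barcode-gated MEP2-GFP cells per well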
# CIT2 TOR yeast – alters CIT2-GFP fluorescence in TOR pathway yeast screen; S. cerevisiae CIT2-GFP strain, flow cytometry, 3 h; 100 means same as DMSO wells; GFP response vs DMSO, % at 10 µM; AID 2029; hit rate 0.065% among 320,000;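 active means GFP response relative to DMSO above a set limit, near the screen mean plus 3 SD, cut at about 150% in these data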;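 further: ratio of well median GFP fluorescence to mean of DMSO wells on the plate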
# LAP4-GFP MLPCN – modulators of TOR pathway LAP4-GFP in S. cerevisiae. S. cerevisiae LAP4-GFP multiplex, flow cytometry GFP, 3 h; median GFP as percent of DMSO wells. hit rate 0.34% among 320,000. GFP response vs DMSO, % at 10 µM;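 active means GFP response vs DMSO above a set limit, about the screen mean plus 3 SD, cut at about 150% in these data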
# JMJD2C inh – blocks human GASC-1 demethylase activity; inhibition, % at 2.35 µM; hit rate 0.069% among 330,000; AID 2099; Q9H3R0; GST-JMJD2C(1-420) H3K9me3 demethylation, DELFIA europium;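 active means more than half of a compound's replicate wells show inhibition beyond 50%, single wells judged on their own value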;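 further: signal counts dimethyl H3K9 product captured on neutravidin plate; 0% = median of DMSO wells and 100% = 0.3 times that DMSO median; strong numbers were not always called active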
# Target sequence (Q9H3R0 1-420 limits assumed): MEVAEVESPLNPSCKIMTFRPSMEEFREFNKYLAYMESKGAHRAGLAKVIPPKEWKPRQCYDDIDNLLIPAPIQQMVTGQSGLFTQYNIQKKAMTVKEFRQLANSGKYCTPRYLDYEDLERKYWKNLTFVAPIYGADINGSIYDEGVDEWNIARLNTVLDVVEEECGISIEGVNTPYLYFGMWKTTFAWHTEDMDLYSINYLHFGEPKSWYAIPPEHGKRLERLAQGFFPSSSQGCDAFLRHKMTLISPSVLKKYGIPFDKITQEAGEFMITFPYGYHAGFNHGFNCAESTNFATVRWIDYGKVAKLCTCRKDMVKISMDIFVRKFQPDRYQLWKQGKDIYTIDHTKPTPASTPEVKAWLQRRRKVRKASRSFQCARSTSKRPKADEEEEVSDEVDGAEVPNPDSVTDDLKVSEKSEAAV
# GRK2 inh – blocks RNA aptamer binding to human GRK2. P25098. bead flow cytometry, FAM-aptamer displacement from GRK2. inhibition of aptamer binding, % at 10 µM. hit rate 0.59% among 330,000;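 active means inhibition of aptamer binding above 40%, roughly 3 SD of noise, on plates passing a quality check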;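 further: median bead fluorescence of bound FAM aptamer so fluorescent compounds give negative values; no value below 0 was filed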
# Target sequence (P25098 whole entry, looked up): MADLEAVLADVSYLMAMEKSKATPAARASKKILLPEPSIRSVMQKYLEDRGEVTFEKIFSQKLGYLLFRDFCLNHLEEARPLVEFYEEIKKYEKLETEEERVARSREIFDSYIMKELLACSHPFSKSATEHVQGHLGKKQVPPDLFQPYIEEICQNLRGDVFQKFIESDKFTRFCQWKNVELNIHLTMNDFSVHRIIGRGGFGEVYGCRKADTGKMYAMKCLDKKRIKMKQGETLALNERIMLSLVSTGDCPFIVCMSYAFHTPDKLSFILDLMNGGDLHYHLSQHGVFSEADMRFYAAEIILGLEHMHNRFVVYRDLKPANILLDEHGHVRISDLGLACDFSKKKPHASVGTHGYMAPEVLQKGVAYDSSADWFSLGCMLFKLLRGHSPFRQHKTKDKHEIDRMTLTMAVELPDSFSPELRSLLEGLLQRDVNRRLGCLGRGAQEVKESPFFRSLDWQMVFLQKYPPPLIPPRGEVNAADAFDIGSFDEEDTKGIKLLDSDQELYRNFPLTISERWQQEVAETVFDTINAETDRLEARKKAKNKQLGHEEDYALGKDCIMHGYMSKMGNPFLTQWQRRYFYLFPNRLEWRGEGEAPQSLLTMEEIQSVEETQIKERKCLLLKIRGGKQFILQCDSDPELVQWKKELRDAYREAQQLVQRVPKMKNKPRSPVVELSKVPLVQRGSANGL
# * marks the source's active call; other numbers are inactive results; . = not tested or not shown; & = joins results of further samples.
SMILES,RPL19A TOR yeast,AGP1 TOR yeast,VLA-4 inh,MEP2 TOR yeast,CIT2 TOR yeast,LAP4-GFP MLPCN,JMJD2C inh,GRK2 inh
CCOC(=O)C(C)c1n[nH]c(=O)c2ccccc12 (stereo not drawn),104,108,-1,100,103,118,3,2
CSc1nc2ccc(NC(=O)C3=NNC(=O)CC3)cc2s1,99,99,9,106,97,97,3,0
CCOc1cccc(/C=N/N2C(C)CCCC2C)c1O (stereo not drawn),102,108,35,106,111,98,-3,0
CCOC(=O)c1cc(NC(=O)NC2CCCCC2)c(C)nc1C,93,81,0,80,100,76,24,2
Cc1nc2ccccc2n1CCOc1ccc([N+](=O)[O-])cc1,96,95,2,98,92,97,-1,0
Cc1ccc(S(=O)(=O)N2CCN(c3ccnc4cc(Cl)ccc34)CC2)cc1,94,92,-8,88,90,93,6,2
O=C(O)COCC(=O)N1CCCN(c2nccc(C(F)(F)F)n2)CC1,104,100,5,108,98,99,-6,0
O=C(O)CC(NC(=O)COc1ccccc1)c1cccc([N+](=O)[O-])c1 (stereo not drawn),99,104,6,104,105,100,33,0
Cc1ccc2c(c1)[C@H]1[C@H](CO2)[C@H](c2ccccc2)[C@]2(C)C(=O)Nc3ccc(Cl)cc3C(=O)N12,94,96,1,94,92,99,30,0
CCc1cc2c(COC(=O)CCNS(=O)(=O)c3cccc(C(F)(F)F)c3)cc(=O)oc2cc1O,104,109,-1,103,101,114,-12,2
Nc1nc(N)c2nc(-c3ccccc3)c(N)nc2n1,61,44,-8,332*,116,115,22,0
Cc1ccc(N2CC(C(=O)Nc3cc(C)ccc3F)CC2=O)cc1 (stereo not drawn),93,95,0,102,92,104,1,2
Cc1cccc2nc(CSc3nc4ccc([N+](=O)[O-])cc4[nH]3)c(Br)n12,98,102,5,100,99,97,11,2
O=[N+]([O-])c1cc(C(F)(F)F)cc([N+](=O)[O-])c1NCCCNc1ccc([N+](=O)[O-])c2cccnc12,105,102,5,138,107,103,-4,2
COc1ccc(Cl)c2c1[nH]c1nc(SCc3ccccn3)nnc12,94,114,-6,104,114,106,1,0
CCCCc1cc(=O)oc2cc(C)cc(OCC(=O)N3CCC(C(=O)O)CC3)c12,97,99,6,88,95,104,-4,0
CC(=O)N1CCc2cc(S(=O)(=O)NC(CC(C)C)C(=O)Nc3cc(C(=O)O)ccc3C)ccc21 (stereo not drawn),99,102,-4,101,.,95,43,13
COc1ccc(N2CCCC2)c(NC(=O)c2ccc([N+](=O)[O-])o2)c1,105,101,-6,100,99,114,2,2
COCCNC(=O)C(c1c[nH]c2ccccc12)N(C(=O)c1snc(C(N)=O)c1N)c1cccc(OC)c1 (stereo not drawn),96,103,-13,94,90,111,7,0
Cc1cc(C)c(C(=O)OCC(=O)Nc2cccc(S(=O)(=O)N3CCCCC3)c2)c(C)c1,98,112,13,99,103,118,-8,0
CC(=O)c1ccc(N2CCN(C(=O)[C@H](C)NC(=O)c3ccccc3Cl)CC2)cc1,95,99,2,98,104,92,7,0
COc1ccc(C(=O)Nc2nnc(-c3ccco3)s2)cc1,97,100,16,107,98,102,-4,0
COC(=O)c1ccccc1NC(=O)NCc1c(C)nn(C)c1C,98,98,1,103,96,100,.,0
COC(=O)c1ccccc1COn1c(=O)c[n+]([O-])c2ccccc21,105,99,-4,105,97,109,4,0
O=C(CCc1nc2sc3c(c2c(=O)[nH]1)CCCC3)N1CCN(c2ccccc2)CC1,98,106,10,103,97,108,-9,3
SMILES,RPL19A TOR yeast,AGP1 TOR yeast,VLA-4 inh,MEP2 TOR yeast,CIT2 TOR yeast,LAP4-GFP MLPCN,JMJD2C inh,GRK2 inh
C=CCn1c[n+](CC(=O)c2ccc(Br)s2)c2ccccc21,100,103,0,105,104,101,5,57*
CN(c1ccccc1)S(=O)(=O)c1ccc(NC(=S)NC(=O)c2ccccc2)cc1,103,97,-7,95,87,91,-4,0
CCN(CCO)c1ccc(-n2c(N)c(C(=O)OC)c3nc4ccccc4nc32)cc1,95,102,-12,114,109,102,-4,0
Cc1[nH]c2ccccc2c1/C=N\NC(=O)Cn1nnc(-c2ccccc2)n1,100,98,-1,99,101,89,-7,0
COc1cc(C(=O)N2CCN=C2c2ccccc2)cc(OC)c1OC,100,105,1,112,93,98,.,2
CC1(C)Cc2c(sc3ncnc(NN)c23)CO1,93,90,1,100,93,90,4,0
COC(=O)CNC(=S)NC(=O)c1ccc(C(C)(C)C)cc1,93,90,3,89,86,95,15,0
COC(=O)c1cc(OC)c(OC)cc1NC(=O)Nc1ccc(OC)cc1,93,91,-10,94,93,91,9,0
CCOC(=O)c1cc2c(n(-c3ccc(Cl)cc3)c1=O)CCCC2=O,108,113,-31,104,112,114,5,0
Cc1cccc(C(=O)Oc2ccc(/C=N/NC(=O)c3cc(O)cc(O)c3)cc2)c1,112,88,11,104,83,79,-2,30
COc1ccc(/C(C)=N\NC(=O)CNC(=O)C(c2ccccc2)c2ccccc2)cc1OC,93,100,25,92,94,91,-3,1
Cc1cc(-c2ccc(C)c(S(=O)(=O)NCc3cccc(Br)c3)c2)on1,97,103,0,97,94,108,5,0
CC(Oc1ccccc1)C(=O)Nc1nnc(S(=O)(=O)Nc2ccccc2)s1 (stereo not drawn),94,96,40,95,94,99,-12,3
COCCCNC(=S)NNC(=O)c1csc(C)n1,94,103,2,95,103,106,-5,0
CCOc1ccccc1N1CC(O)=C(c2nc3ccccc3s2)C1=N,95,98,-4,102,95,110,-5,3
COc1ccc(Nc2ncnc3ccccc23)cc1,99,.,5,107,108,108,2,0
O=C(CN1CCOCC1)N/N=C/C=C/c1ccccc1,86,87,7,92,.,87,9,0
O=C(Nc1ccc(O)c(C(=O)O)c1)c1ccc2c(c1)C(=O)N(CC1CCCO1)C2=O (stereo not drawn),98,100,-14,101,99,103,50,0
CCOC(=O)C1CCN(C(=O)C2CCN(S(=O)(=O)N3CCC4(CC3)OCCO4)CC2)CC1,102,21,-4,107,81,94,9,3
O=C(COC(=O)c1cccnc1)Nc1cccc2ccccc12,101,103,11,106,100,97,-13,0
CC(C)CC(=O)NCCc1ccncc1,102,106,-7,105,105,102,3,10
COc1ccc(Cc2nnc(SC(C)C(=O)Nc3ccc(F)cc3Cl)o2)cc1 (stereo not drawn),98,105,5,93,103,93,0,9
O=C(CN(Cc1ccccc1)C(=O)CNS(=O)(=O)c1ccc(Cl)cc1)NCC1CCCO1 (stereo not drawn),100,102,3,101,107,98,26,0
CCOc1ccc(CCNC(=O)CN2CCN(Cc3ccccc3C)C2=O)cc1OCC,97,104,18,104,97,100,2,0
O=C(Cc1coc2ccc3ccccc3c12)N1CCN(c2ncccn2)CC1,85,75,7,87,93,.,2,0

# Structures shown so far that have an NH in an aromatic ring (6):
SMILES,RPL19A TOR yeast,AGP1 TOR yeast,VLA-4 inh,MEP2 TOR yeast,CIT2 TOR yeast,LAP4-GFP MLPCN,JMJD2C inh,GRK2 inh
CCOC(=O)C(C)c1n[nH]c(=O)c2ccccc12 (stereo not drawn),104,108,-1,100,103,118,3,2
Cc1cccc2nc(CSc3nc4ccc([N+](=O)[O-])cc4[nH]3)c(Br)n12,98,102,5,100,99,97,11,2
COc1ccc(Cl)c2c1[nH]c1nc(SCc3ccccn3)nnc12,94,114,-6,104,114,106,1,0
COCCNC(=O)C(c1c[nH]c2ccccc12)N(C(=O)c1snc(C(N)=O)c1N)c1cccc(OC)c1 (stereo not drawn),96,103,-13,94,90,111,7,0
O=C(CCc1nc2sc3c(c2c(=O)[nH]1)CCCC3)N1CCN(c2ccccc2)CC1,98,106,10,103,97,108,-9,3
Cc1[nH]c2ccccc2c1/C=N\NC(=O)Cn1nnc(-c2ccccc2)n1,100,98,-1,99,101,89,-7,0

# Other results follow.
SMILES,RPL19A TOR yeast,AGP1 TOR yeast,VLA-4 inh,MEP2 TOR yeast,CIT2 TOR yeast,LAP4-GFP MLPCN,JMJD2C inh,GRK2 inh
CCCn1c(N)c(N(CCOC)C(=O)/C=C/c2ccc(C(=O)OC)cc2)c(=O)[nH]c1=O,96,104,-8,99,97,96,11,0
CC(c1ccccc1)N1C(=O)C2C3CCC(C3)C2C1=O (stereo not drawn),103,100,5,107,99,99,-8,0
COc1ccc(C(=O)/C=C/c2ccc(OC)c(CN3CCOCC3)c2)cc1,100,104,10,102,101,98,-3,1
CC(C)c1ccc(S(=O)(=O)N2CCN(C(C)C(=O)NC3CCCC3)CC2)cc1 (stereo not drawn),100,96,2,100,95,104,.,0
O=c1c2ccccc2nc(CSc2nnnn2-c2ccccc2)n1-c1ccccc1Cl,101,.,12,90,102,89,7,2
COc1ccccc1CNC(=O)COC(=O)C1CCN(S(=O)(=O)c2ccccc2)CC1,95,107,-6,97,101,101,0,1
Cc1ccccc1Nc1ncc(C#N)c(N)n1,110,106,-4,103,99,98,-6,0
CCOC(=O)c1cn2c(C)cccc2n1,101,100,0,89,88,103,1,2
Cc1cc2cc(CNC(=O)c3ccc(Br)o3)ccc2n1C,88,88,-13,94,79,96,61,73*
CN(Cc1ccccc1)CC(O)COc1ccc(CNCc2ccc(Cl)s2)cc1 (stereo not drawn),96,106,-3,98,105,95,7,0
CCOC(=O)N1CCC(NC(=O)c2oc3c(c2C)-c2[nH]ncc2CC3)CC1,94,103,22,92,89,79,3,0
CNC(=S)N1CCC(NC(=O)C(Cc2ccc(F)cc2)NC(C)=O)CC1 (stereo not drawn),98,100,4,100,105,91,-5,0
CN(C)S(=O)(=O)c1cccc(NC(=O)c2cccc(NS(=O)(=O)c3ccccc3)c2)c1,102,100,-6,104,100,110,17,1
COc1ccc(CC(=O)NCc2nnc(SCC(=O)c3ccc(OC)cc3)n2C)cc1,99,105,4,97,99,107,3,2
CC(=O)Nc1ccc(NC(=O)CSc2nnc(-c3ccco3)n2Cc2ccco2)cc1,98,93,-1,95,90,103,6,1
COc1ccc(OC)c(C2C3=C(CCCC3=O)Nc3c2c(=O)n(C)c(=O)n3C)c1 (stereo not drawn),96,101,1,101,97,98,-3&1,1
CC(C)Oc1ccc(CCNC(=O)C2CCC(=O)N(C3CCCCCC3)C2)cc1 (stereo not drawn),93,97,2,90,101,90,5,0
COc1cccc(NC(=O)C(=O)N/N=C/c2ccc3c(c2)OCO3)c1,100,102,4,98,105,85,3,11
N#C/C(C(N)=O)=C1/CCCN1Cc1ccccc1,91,100,8,92,89,103,8,2
O=CN1CCN(C(=O)CN2C(=O)c3ccccc3C2=O)CC1,97,99,14,97,101,98,6,1
O=C(NCCOc1ccc(Cl)cc1)C(=O)NCC1CCCO1 (stereo not drawn),97,100,7,96,98,106,1,0
O=C(Nc1ccc(F)cc1)C1CCN(S(=O)(=O)c2cccc3nonc23)CC1,101,102,-13,106,101,93,-5,1
CC1(/[N+]([O-])=C/c2cccc(Cl)c2)CCCCC1=O (stereo not drawn),99,103,26,102,93,110,-2,2
CC(C)c1cccc(OCCN2CCCC2)c1,102,102,1,107,105,90,-6,0
CCOC(=O)c1ccc(Nc2c(CC)c(C)nc3ncnn23)cc1,101,100,-22,103,91,103,2,0
SMILES,RPL19A TOR yeast,AGP1 TOR yeast,VLA-4 inh,MEP2 TOR yeast,CIT2 TOR yeast,LAP4-GFP MLPCN,JMJD2C inh,GRK2 inh
COC(=O)c1cc(=O)n(Cc2ccc(OC)cc2)c(=NCc2ccc(OC)cc2)s1,99,94,-1,102,103,92,-9,0
Cn1nnnc1SCCNCc1cccnc1,104,108,6,96,104,108,1,0
Cc1ccc(NC(=O)CCNC(=O)c2ccc(Br)cc2)cc1S(=O)(=O)N1CCCCCC1,97,98,1,100,104,95,1,2
Cc1cccc(C(=O)NNC(=O)c2cccc([N+](=O)[O-])c2)c1,97,103,-1,100,99,98,-7,0
Cc1cccn2c(CN3CCNC(=O)CC3)c(C(=O)N(C)CCc3ccccc3)nc12,94,107,6,95,99,101,0,0
COc1ccc(NC2=NC(C)(CO)CS2)cc1 (stereo not drawn),104,100,7,110,109,95,8,1
CN(C)c1ccc(C(CC(=O)c2ccccc2)C2CCCCC2=O)cc1 (stereo not drawn),111,109,9,120,123,106,-10,4

# Screening results (PubChem BioAssay)
